# NPR1 activator: GC-A stimulated cGMP production enhancers – HEK293 GC-A cells, cGMP TR-FRET, EC30 ANP, primary screen | 0% at EC30 ANP, 100% saturating ANP | Atrial natriuretic peptide receptor 1 (Homo sapiens), P16066 | activation, % at 10 µM | 370,000 tested, 0.14% active; in the data active = activation above about 40%
# KLK7 zymogen act: proKLK7 zymogen activators, primary screen, biochemical, fluorescence intensity; purified proKLK7, EDANS-DABCYL substrate fluorescence; 100% is mature enzyme control, 0% vehicle; activation, % at 7 µM; AID 652039, 2013; Kallikrein-7 (Homo sapiens), P49862; 370,000 tested, 0.9% active;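 active = activation above the mean of all tested compounds plus 3 SD, computed per campaign excluding outliers beyond control limits, cut at about 13% in these data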
# sPLA2-III inh: human group III sPLA2 inhibitors, primary screen, biochemical, QFRET, BODIPY PC-A2 liposome substrate. inhibition, % at 12.2 µM. Group 3 secretory phospholipase A2 (Homo sapiens), Q9NZ20. QFRET BODIPY PC-A2 liposome hydrolysis, fluorescence. 370,000 tested, 0.56% active. AID 743126, 2013;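 active = inhibition above mean plus 3 SD of compounds lying within the high and low control bounds, cut at about 19% in these data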;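 also: 0% = median of test compound wells and 100% = no enzyme DMSO wells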
# Target sequence (Q9NZ20 whole entry, looked up): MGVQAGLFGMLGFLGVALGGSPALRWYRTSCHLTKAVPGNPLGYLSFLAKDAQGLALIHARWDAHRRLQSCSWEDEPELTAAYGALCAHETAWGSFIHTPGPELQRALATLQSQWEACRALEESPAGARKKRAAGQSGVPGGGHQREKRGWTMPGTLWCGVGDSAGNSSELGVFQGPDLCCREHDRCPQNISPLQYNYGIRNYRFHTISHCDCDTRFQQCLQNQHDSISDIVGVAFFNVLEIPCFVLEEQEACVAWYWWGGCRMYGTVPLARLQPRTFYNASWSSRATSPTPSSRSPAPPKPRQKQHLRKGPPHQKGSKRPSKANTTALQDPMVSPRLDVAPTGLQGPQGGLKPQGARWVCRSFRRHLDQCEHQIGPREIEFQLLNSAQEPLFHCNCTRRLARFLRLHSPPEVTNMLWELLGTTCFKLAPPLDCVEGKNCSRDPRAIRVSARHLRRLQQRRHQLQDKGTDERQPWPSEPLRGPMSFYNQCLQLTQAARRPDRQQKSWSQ
# GC-B act: human GC-B receptor activators, primary screen, HEK293 GC-B cells, cGMP TR-FRET, EC30 CNP; 0% at EC30 CNP, 100% saturating CNP; activation, % at 10 µM; 370,000 tested, 0.11% active; AID 1920062, 2024;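 active = activation at 10 µM reaching about 35% in either raw or pattern-adjusted values, limit read from the data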
# ASAP1 GAP inh: inhibitors of human ASAP1 ArfGAP activity, primary screen, biochemical, fluorescence polarization; inhibition, % at 16.5 µM; ASAP1-stimulated ARF1 GTP hydrolysis, GDP FP detection; AID 624377, 2012; 360,000 tested, 0.19% active; in the data active = inhibition above about 25%;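 also: 0% = vehicle with enzyme and substrate and 100% = no enzyme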
# FXN GAA850 act: FXN promoter activators, primary screen, cell-based, luciferase luminescence, HEK293 lucGAA850; HEK293 lucGAA850 FXN promoter luciferase reporter, 24 h; percent of 10 µM SAHA response; activation, % at 6 µM; 360,000 tested, 0.56% active; AID 540364, 2011;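 active = activation above the average of all compounds screened plus 3 SD, cutoff fixed separately per campaign, cut at about 7.5% in these data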;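 also: 0% = DMSO wells and 100% = 10 µM SAHA wells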
# ARFGAP1 inh: inhibitors of rat ARFGAP1 GAP activity, primary screen, biochemical, fluorescence polarization, GDP tracer; ADP-ribosylation factor GTPase-activating protein 1 (Rattus norvegicus), Q62848; Arfgap1-stimulated ARF1 GTP hydrolysis, GDP FP detection; inhibition, % at 16.5 µM; 360,000 tested, 0.26% active; AID 651572, 2012;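 active = inhibition above a per-plate limit, mean inhibition of low control wells plus 3 SD, cut at about 25% in these data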;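 also: 0% = DMSO wells with enzyme and 100% = wells lacking Arfgap1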
#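 System: truncated rat Arfgap1 GAP domain / Benchmarks: high control wells lacking Arfgap1, low control full reaction with DMSO / Times: compound-enzyme preincubation 20 min, reaction 120 min, detection 60 min, 25 °C / Repeats: one replicate per compound / Also added: human ARF1(Δ1-17)-GTP substrate / Measured by: Tracer-displacement fluorescence polarization with EDTA stop, 620/688 nm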
# ADAM10 inh: human ADAM10 inhibitors, primary screen, biochemical, QFRET, HTS | Disintegrin and metalloproteinase domain-containing protein 10 (Homo sapiens), O14672 | recombinant ADAM10, EDANS/DABCYL FRET peptide cleavage, 3 h | inhibition, % at 7 µM | 370,000 tested, 0.62% active;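 active = inhibition above a per-campaign cutoff equal to the mean of compounds falling between control-based bounds plus 3 SD, cut at about 20% in these data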;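 also: 0% = DMSO wells while the 100% control is not disclosed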
# Target sequence (O14672 214-748 limits assumed): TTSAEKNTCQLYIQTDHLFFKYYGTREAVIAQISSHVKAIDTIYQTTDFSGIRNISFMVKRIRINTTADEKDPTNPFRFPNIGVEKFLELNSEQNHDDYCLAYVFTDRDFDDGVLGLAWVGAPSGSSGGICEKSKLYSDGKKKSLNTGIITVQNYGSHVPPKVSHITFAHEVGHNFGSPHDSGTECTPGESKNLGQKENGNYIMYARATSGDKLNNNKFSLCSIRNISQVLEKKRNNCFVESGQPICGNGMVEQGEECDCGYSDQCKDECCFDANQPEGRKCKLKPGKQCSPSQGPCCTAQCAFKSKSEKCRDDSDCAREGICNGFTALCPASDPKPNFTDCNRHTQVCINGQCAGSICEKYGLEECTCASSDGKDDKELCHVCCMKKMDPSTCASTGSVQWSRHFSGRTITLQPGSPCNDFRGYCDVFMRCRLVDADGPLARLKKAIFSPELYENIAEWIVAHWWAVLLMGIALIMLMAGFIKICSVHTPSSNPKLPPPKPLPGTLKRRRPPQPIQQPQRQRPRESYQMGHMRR
# Tn6 DDE FP: inhibitors of Tn6 peptide binding to fibrin DD(E), primary screen, biochemical, fluorescence polarization, human fibrin, Tn6 probe; 370,000 tested, 0.21% active; AID 720509, 2013; Fibrinogen beta chain (Homo sapiens), P02675; inhibition, % at 8.3 µM; Fibrin DD(E) TRITC-Tn6 fluorescence polarization displacement;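 active = inhibition above a per-campaign cutoff: mean of compounds within control limits plus 3 SD, cut at about 15% in these data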;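 also: 0% = median of all compound wells on the plate and 100% = blocking peptide control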
# rCAG binder: binders of r(CAG) RNA repeats, primary screen, biochemical, fluorescence; r(CAG) RNA repeat, TO-PRO-1 dye displacement fluorescence; inhibition, % at 3 µM; 370,000 tested, 1.3% active;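 active = inhibition above the plate cutoff, the mean of all test compounds on that plate plus 3 SD, cut at about 35% in these data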;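 also: 0% = DMSO alone and 100% = 100 µM mitoxantrone as full dye displacement; higher means more dye released from RNA so lower well fluorescence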
# Numbers without * were called inactive; i = inactive; x = not tested or not shown; & = joins results of further samples.
SMILES,NPR1 activator,KLK7 zymogen act,sPLA2-III inh,GC-B act,ASAP1 GAP inh,FXN GAA850 act,ARFGAP1 inh,ADAM10 inh,Tn6 DDE FP,rCAG binder
CCc1ccccc1NC(=O)C(C#N)Cc1cccnc1 (stereo not drawn),-1,0.0,-4,3,-16,-0.8,-15,1,2,0
CCc1ccc(C(=O)NN(C(=O)c2ccc(CC)cc2)C(C)(C)C)cc1,-4,0.1,10,3,2,-2.9,4,0,-3,-4
CCO[C@H]1OC(C(=O)N2CCCCCCC2)=C[C@@H](C)[C@@H]1CCCO,1,0.3,-1,1,3,0.0,11,0,0,-7
O=C(NNC(=O)c1ccccc1F)c1ccc2nc[nH]c2c1,1,-0.2,9,-1,-17,0.3,11,10,4,4
CN1CCCN(C(=O)CSc2ccccc2)CC1,2,0.6,4,1,-4,1.1,-1,-6,-2,-3
CCC1CCCCN1CCCNC(=O)c1cn(C)c2ccc(S(=O)(=O)N3CCOCC3)cc2c1=O (stereo not drawn),3,-0.3,5,0,-15,-0.3,12,-1,2,-1
CN(C(=O)c1cccc(NC(=O)Cc2cccc(NC(=O)C3CCCN(C(=O)C4CCC4)C3)c2)c1)C1CC1 (stereo not drawn),0,0.1,0,7,11,-0.1,-5,2,-8,6
CCSc1nc(-c2ccc(OC)cc2)cc(-c2ccccc2)c1C#N,-2,-1.5,10,-4,1,1.2,-1,-9,3,-2
C[C@@H]1C(c2cccc(Cl)c2)=NN(c2ccccc2)[C@H]1C(=O)N1CCOC1=O,-1,6.2,2,-4,6,-0.9,3,-149,7,2
O=C(c1ccccc1)c1ccc[nH]1,-1,-0.1,7,2,0,1.3,1,1,2,-1
COc1ccc(/C=C/C(=O)NCC(=O)N/N=C(\C)Cc2ccccc2)cc1,2,-0.2,-1,6,-9,0.1,-3,-1,8,1
Fc1ccc([C@@H]2CCNC[C@H]2COc2ccc3c(c2)OCO3)cc1,-28&-28&-30,0.4&-0.9&0.0,-9&5&-9,-21&-14&-18,3&8&-4,-1.4&-2.5&-0.4,19&8&3,0&-9&3,-5&-3&-3,14&11&15
O=C(N1CCC(C(O)(c2ccccc2)c2ccccc2)CC1)n1ncc(C(O)(c2ccccc2)c2ccccc2)n1,-5,x,-12,2,x,x,x,15,1,x
Cc1ccc(CCNC(=O)C2CC(c3cc(C(F)(F)F)cc(C(F)(F)F)c3)=NO2)cc1 (stereo not drawn),-1,-0.3,6,-2,-2,1.9,1,-3,9,-3
O=C(CNC(=O)c1ccc(Br)o1)NNC(=O)c1ccc(Br)cc1,-4,-0.3,-6,-1,4,-1.0,-6,4,3,2
CCOC(=O)CNC(=O)CN1C(=O)CCS(=O)(=O)c2ccccc21,1,-0.4,-2,5,4,0.9,10,-2,1,0
S=c1[nH]ncn1/N=C/c1ccccn1,4,0.6,3,-5,-10,-0.1,4,-7,-4,1
CCOC(=O)c1c(C)n(S(=O)(=O)c2ccc(C)cc2)c2ccc(O)c(C(=O)O)c12,-3,0.1,-44,6,-17,0.2,10,13,2,66*
O=C(CNCc1cccs1)Nc1cc(S(=O)(=O)N2CCCC2)ccc1Cl,2,0.7,-13,2,5,-1.2,4,8,6,-2
CCOc1ccc(-c2n[nH]c(C)c2-c2ccccn2)c(O)c1,-2,0.2,-7,4,-2,2.2,8,0,-4,0
CCOc1ccc(CCNS(=O)(=O)c2c(C)nc3scc(C)n3c2=O)cc1OCC,4,-0.6,-5,3,12,2.7,-9,-8,-3,-4
COc1ccc(NC(=O)c2[nH]c(C)c(C(C)=O)c2C)cc1S(=O)(=O)Nc1ccc(Br)cc1,-4,0.8,1,-8,14,0.9,11,8,-1,13
COc1cccc(C(NC(C)=O)c2nc(-c3ccccc3)cs2)c1 (stereo not drawn),-4,-0.3,-4,-1,-8,0.8,-9,-2,-6,0
CC(c1ccco1)N(C(=O)c1ccc(Cl)c([N+](=O)[O-])c1)c1ccccn1 (stereo not drawn),-4,0.3,1,-1,8,-0.8,11,11,3,-3
CN1CCN(C(=O)C2=C[C@H](C3CC3)C[C@H](OCc3ccc(CO)cc3)O2)CC1,1,0.2,5,3,-17,-0.1,6,3,8,-7
Nc1nc(SCc2ccc(Cl)cc2Cl)nc2nc3c(cc12)CCCC3,0,-1.1,2,10,31*,3.0,47*,-28,8,8
Cc1ccc(Nc2cccccc2=O)cc1,-2,-0.4,-7,-1,12,6.7,-4,7,-4,3
O=C(COC(=O)c1ccc2c(c1)OCCO2)NCc1ccccc1,0,-0.4,-5,0,11,1.6,6,8,1,-1
Cc1ccc(NC(=S)Nc2c(C)n(C)n(-c3ccccc3)c2=O)cc1Cl,3,0.4,6,6,-2,-3.3,8,2,5,-4
COc1ccc(NC(=O)/C(C#N)=C/c2ccc(Br)o2)cc1,-1,0.5,-3,-6,-18,2.9,-14,-8,5,9
CN(C)c1ccc(N/C=C/C(=O)C(F)(F)F)cc1,-4,0.0,0,-9,-14,-0.5,-58,3,3,12
CN(CC(=O)Nc1c(Cl)cccc1Cl)C(=O)CCc1nc2sc3c(c2c(=O)[nH]1)CCCC3,-3,0.0,-2,2,1,2.1,-21,-17,3,5
COc1ccc(/C=C2/C(=O)ON=C2c2ccccc2)cc1OC,29,0.2,-1,10,1,-0.4,-9,0,-4,6
Cc1ccc(NC(=O)CNC(=O)Cc2cccc3ccccc23)nc1,-4,0.1,-1,-4,5,1.6,0,-12,2,0
CCN(C[C@H]1N[C@@](Cc2ccccc2)(C(=O)OC)[C@H]2C(=O)N(C)C(=O)[C@@H]12)C(=O)Nc1ccc(C)cc1,2,0.2,7,-1,-15,0.5,-2,-19,2,-2
COCCN(Cc1cc2cccc(C)c2n2nnnc12)C(=O)C(F)(F)F,-1,0.0,3,7,0,-0.8,-3,-1,7,0
CCC1(C)C(Nc2c(C)cccc2C)=NC(=S)N1c1ccc(NC(C)=O)cc1 (stereo not drawn),2,-0.3,10,0,2,2.7,5,-4,-5,-4
CCOc1ccccc1N(CC(=O)NC1CCCCC1)C(=O)c1nsc(Cl)c1Cl,-8,0.5,-5,-9,4,0.9,2,6,-10,-11
CC1(Cc2c(Cl)cccc2Cl)C(=O)Nc2cc(-c3ccccc3Cl)ccc21 (stereo not drawn),3,0.4,-2,-2,-2,-2.9,-15,-9,-10,3
CCc1ccc(NC(=O)CCCn2nc(CC)n3c(cc4occc43)c2=O)cc1,-14,0.3,-9,-3,13,0.7,1,1,0,0
O=C(c1cc(F)ccc1F)C1CCCN(C(=O)CCCN2CCCCC2=O)C1 (stereo not drawn),1,0.1,4,-2,0,0.6,0,0,1,-5
COC(=O)[C@]12C[C@H](CC(=O)NCc3cccc4ccccc34)C(=O)N(Cc3ccc4c(c3)OCO4)C1=C[C@H](C(C)C)O[C@@H]2C1CC1,-6,-0.1,-9,-16,x,x,x,12,-4,8
COC(=O)c1ccc(CN2CCCC(C(=O)c3cc(F)ccc3OC)C2)cc1 (stereo not drawn),0,0.6,1,2,14,1.2,-13,-8,-5,-6
COc1cc(NC(=S)N2CCN(C(c3ccccc3)c3ccccc3)CC2)cc(OC)c1,2,-0.4,8,6,-5,-2.6,-1,-14,5,-2
COC(=O)C1=C(CS(=O)(=O)c2ccc(OC)cc2)NC(=O)NC1c1ccccc1 (stereo not drawn),5,-0.1,-1,3,0,0.3,-8,-3,-8,1
CC1CCCC(C)N1/N=C/c1ccc([N+](=O)[O-])cc1 (stereo not drawn),6,0.3,1,-1,-1,-0.3,-9,4,3,-3
COc1ccc(CCNC(=O)Cn2c(=O)n(-c3ccc(C)c(F)c3)c(=O)c3sccc32)cc1OC,1,-0.1,-1,4,5,-3.4,-10,-3,3,-2
O=C(CCNC(=O)c1ccc([N+](=O)[O-])cc1)NCc1ccco1,-1,-0.1,-1,9,-3,2.7,2,-2,-4,3
COc1ccc(NC(=O)Nc2ccon2)cc1OC,4,0.2,-4,2,6,1.5,-2,4,6,-2
COc1ccc(-c2c(=O)n(OCc3ccccn3)c3ccccc3[n+]2[O-])cc1OC,-1,-0.9,-4,-2,-2,1.0,5,-17,6,-5
NS(=O)(=O)OCC1CCCCC1,5,-0.1,3,8,-12,-0.6,-4,5,5,3
CCSc1nnc(NC(=O)c2ccccc2C)s1,0,0.6,1,0,14,3.6,5,0,2,0
O=C(CN1CCN(C(=O)c2ccco2)CC1)Nc1ccc(Br)cc1,2,0.3,2,0,10,-1.5,-7,-3,4,-3
O=C(CC1C(=O)N(c2ccccc2)C(=S)N1c1ccccc1)c1ccc(Br)cc1 (stereo not drawn),3,0.0,-23,3,-8,0.9,-6,-1,-7,11
Cn1ccc2c(-c3ccc(C(=O)O)cc3)cc3c(c21)C1CCC3C1 (stereo not drawn),1,-9.7,-38,-2,7,x,4,i,2,15
CC(C)(O)C#Cc1ccc(CN2CCN(C3CCCCC3)C(CCO)C2)s1 (stereo not drawn),-2,-0.9,-1,-5,0,0.9,4,6,0,-4
Cc1ccc(C)c(NC(=O)CN(C)C(=O)COc2ccc3ccccc3c2)c1,0,-0.6,-4,1,1,0.3,-5,-5,-8,3
O=c1cc(CN2CCN(Cc3ccccc3)CC2)c2ccc(O)cc2o1,-1,71*,-10,2,-10,3.0,7,i,1,0
CNC(=O)c1cc(S(=O)(=O)NCc2ccncc2)ccc1OC,2,0.3,-1,2,-13,0.9,4,2,-4,1
COc1ccccc1CCNCc1ccc(OC)c(OCc2ccccc2)c1,-11,-0.2,-2,-17,8,3.2,3,-3,1,7
O=C(NCc1ccoc1)c1ccc(NC(=O)c2ccccc2Cl)cc1,2,-0.5,-6,4,-20,-0.4,0,3,-6,3
COc1ccc(OC)c(NC(=S)N(CCc2c(C)[nH]c3ccccc23)Cc2cccs2)c1,-1,-0.7,-2,5,6,-3.4,6,9,2,9
